ALDH1A1 block = inhibitors of human aldehyde dehydrogenase 1A1 | Purified ALDH1A1, NADH fluorescence, propionaldehyde substrate | Potency, µM (highest dose often 75.3 µM), without a hit: at the highest dose activity, negative = inhibition, usual class: inhibitors | actives 7.3% (n = 220,000) | AID 1030; active means well fitted inhibition curve with a large enough effect, not every such curve was filed as active; inconclusive means small, poorly fitted or top-dose-only effect, or another doubt; inactive means no such curve, though single readings can be large or run the other way;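 further: plate controls were no enzyme wells and a reference inhibitor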
Target sequence (P00352 whole entry, looked up): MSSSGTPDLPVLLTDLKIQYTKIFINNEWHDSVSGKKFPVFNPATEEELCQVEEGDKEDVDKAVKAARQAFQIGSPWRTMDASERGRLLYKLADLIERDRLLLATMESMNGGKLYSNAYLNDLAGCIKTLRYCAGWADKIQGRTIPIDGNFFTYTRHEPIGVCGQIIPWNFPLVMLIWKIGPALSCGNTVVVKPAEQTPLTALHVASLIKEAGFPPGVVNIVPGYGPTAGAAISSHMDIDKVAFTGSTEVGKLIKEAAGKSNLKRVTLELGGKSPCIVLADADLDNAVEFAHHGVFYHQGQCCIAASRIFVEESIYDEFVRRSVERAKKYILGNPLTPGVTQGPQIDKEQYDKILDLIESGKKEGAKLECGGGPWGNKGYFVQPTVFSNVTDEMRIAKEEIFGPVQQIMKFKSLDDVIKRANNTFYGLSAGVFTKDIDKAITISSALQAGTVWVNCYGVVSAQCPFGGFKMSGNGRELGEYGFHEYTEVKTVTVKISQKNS
Tau FP inhib = inhibitors of human tau fibril formation. P10636. K18 P301L tau heparin fibrillization, Alexa594 FP, 6 h. Potency, µM (highest dose often 57.7 µM), for inactives: at the highest dose activity, negative = inhibition, most hits filed as inhibitors. actives 0.39% (n = 280,000). AID 1468; further: on the % scale 0 is the no-effect control and ±100 the full control effect; nearly all actives have a fitted effect of over 55% in size
Target sequence (P10636 561-689 P618L limits assumed): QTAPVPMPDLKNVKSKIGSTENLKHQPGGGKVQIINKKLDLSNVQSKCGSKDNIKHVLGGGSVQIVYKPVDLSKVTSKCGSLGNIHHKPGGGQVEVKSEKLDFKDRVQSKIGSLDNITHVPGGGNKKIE
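Recombinant K18 P301L […], labeled with Alexa 594 at 0.24 uM over 15 uM unlabeled; heparin inducer 20 uM final; 37 C, 6 hr; FP endpoint.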
SMN2 splice enh = enhancers of SMN2 splice variant expression; Potency, µM (series often up to 46.1 µM), for inactives: at the top dose activity change, positive = activation, actives largely listed as activators; actives 2.8% (n = 210,000); HEK293 SMN2-luciferase splicing reporter, luminescence, 30-36 h; further: % of control where 0% means no effect; nearly all actives have a fitted effect of over 55% in size
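HEK293 cells carry an SMN2 minigene-luciferase reporter in which exon 7 inclusion puts luciferase in frame. Cells were seeded at 2000 cells/well, attached for 10-12 hours, then exposed to compounds for 30-36 hours at 37C before ONE-Glo luminescence.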
Tau fibril ThT = blocks human tau fibril formation measured by thioflavin T | Potency, µM (series often up to 57.4 µM), for the others: at the highest dose activity, negative = inhibition, hits mostly inhibitors | P10636 | actives 2.1% (n = 270,000) | recombinant tau K18 P301L, heparin-induced fibrillization, ThT fluorescence; further: on the % scale 0 is the no-effect control and ±100 the full control effect; nearly all actives have a fitted effect of over 55% in size
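Fibril formation assay: tau K18 P301L at 15 uM with trace Alexa 594 label, heparin inducer 20 uM, pH 7 sodium acetate buffer, 37 C for 6 hr; endpoint ThT signal.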
HTT cytoprotect = protects HTT-Q103 PC12 cells, measured by ATP | Potency, µM (series often up to 56.4 µM), inactives show cytoprotection (ATP increase), most hits filed as activators | PC12 HTT-Q103 induced, cytoprotection, ATP luminescence, 40 h | actives 0.14% (n = 230,000) | AID 1471;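 further: % of control where 0% means no effect; nearly all actives have a fitted effect of over 45% in size; toxic huntingtin expression switched on by the ecdysone agonist tebufenozide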
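Rat PC12, Q103 Htt exon1-GFP fusion, ecdysone promoter; tebufenozide inducer 100 nM final; compound titration; qHTS, 1500 cells/well; ATPlite luminescent read.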
JMJD2E inh = JMJD2E (human) inhibition | JMJD2E catalytic domain, FDH-coupled NADH fluorescence (FDH is formaldehyde dehydrogenase) | B2RXH2 | Potency, µM (series often up to 57.1 µM), without a hit: at the top dose activity change, negative = inhibition, usual class: inhibitors | actives 1.6% (n = 230,000); active means well fitted inhibition curve with a large enough effect, not every such curve was filed as active; inconclusive means small, poorly fitted or top-dose-only effect, or another doubt; inactive means no such curve, though single readings can be large or run the other way;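 further: 0% = wells with enzyme and -100% = buffer wells without enzyme; nearly all actives have a fitted effect of over 50% in size; many of its hits are not listed in these tables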
Target sequence (B2RXH2 1-337 limits assumed): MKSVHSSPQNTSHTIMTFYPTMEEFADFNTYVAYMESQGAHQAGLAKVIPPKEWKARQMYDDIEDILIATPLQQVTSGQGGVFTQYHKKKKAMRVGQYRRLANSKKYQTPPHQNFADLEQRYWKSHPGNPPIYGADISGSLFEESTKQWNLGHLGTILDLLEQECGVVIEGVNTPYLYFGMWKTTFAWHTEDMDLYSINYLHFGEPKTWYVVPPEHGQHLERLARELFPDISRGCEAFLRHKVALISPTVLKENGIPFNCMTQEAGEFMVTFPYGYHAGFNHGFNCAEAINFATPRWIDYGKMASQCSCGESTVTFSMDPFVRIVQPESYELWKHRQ
Tau fluor counter = counter-screen for tau fibril formation inhibitors. Potency, µM (doses to about 57.7 µM), inactives show at the top dose activity change, negative = decrease. tau K18 P301L (four-repeat tau fragment) Alexa594 fluorescence, heparin fibrillization. actives 0.93% (n = 280,000); further: on the % scale 0 is the no-effect control and ±100 the full control effect; nearly all actives have a fitted effect of over 55% in size
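Human K18 P301L tau (15 uM unlabeled plus 0.24 uM Alexa 594-labeled, final) in 100 mM sodium acetate pH 7 was mixed with compound and 20 uM heparin and incubated 6 hr at 37 C.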
HTT aggregate = reduces HttQ103-GFP aggregates in PC12 cells; PC12 HttQ103-GFP aggregates, Acumen cytometry, 40 h; Potency, µM (highest dose often 46.1 µM), for the others: at the top dose activity change, negative = inhibition, most hits filed as inhibitors; actives 1.1% (n = 220,000); further: on the % scale 0 is the no-effect control and ±100 the full control effect; nearly all actives have a fitted effect of over 60% in size
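Steps: seed 1500 PC12 HTTQ103-GFP cells/well; add tebufenozide, 100 nM final; add compound titration; add ATPLite reagent; quantify GFP aggregates by laser scanning cytometry.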
* = called active by the depositor; u = inconclusive; x = not tested or not shown; & = joins results of further samples; [ ] = dose if it differs, or a comment. Unless noted, the call rests on the fitted dose curve; in most records, active means well fitted curve in the direction sought with a large enough effect; inconclusive means small, poorly fitted or top-dose-only effect, or another doubt; inactive means no such curve, though single readings can be large; an effect the other way counts as inactive or inconclusive. Potency means the concentration at half of the fitted maximal effect. A portion of the library; rates above refer to the full screens.

structure,ALDH1A1 block,Tau FP inhib,SMN2 splice enh,Tau fibril ThT,HTT cytoprotect,JMJD2E inh,Tau fluor counter,HTT aggregate
COc1ccc2oc(=O)c(C(=O)NCc3cccnc3)cc2c1,u,-14.9%,-21.2%,0.3%,-9.0%[10 µM],4.2%,1.6%,-25.1%
CC(C)COC(=O)C1[C@H]2C(=O)N(Cc3cccs3)C[C@]23C=C[C@H]1O3 (stereo not given in full),8.7%,-1.5%,1.2%,-0.7%,1.5%[0.074 µM],0.9%,11.5%,-2.5%
CC1CC(C)CN(CCCNC(=O)Cc2c(C(=O)O)n(C)c3ccccc23)C1 (stereo not given),3.7%,-4.9%,-2.0%,-11.7%,3.3%,-4.1%,-9.9%,20.5%
CCOc1ccccc1C(=O)OCC(=O)Nc1ccc(OC(F)F)cc1,-3.0%,-4.0%,u,-4.8%,-49.5%[inhibitor],-5.2%,-16.1%,-8.1%
CCOc1ncccc1C(=O)OCC(=O)Nc1ccc(-c2nc3ccc(C)cc3s2)cc1,u,7.7%,1.58µM*,u,-31.8%[10 µM],u,-24.1%,1.5%
O=c1c(-c2cc(-c3ccccc3)nc3c2COc2ccc(Cl)cc2-3)coc2ccc(F)cc12,x,-4.5%,-5.0%,2.3%,x,x,-4.9%,x
Cc1ccc(C2CC(c3ccco3)n3nc(N)nc3N2)cc1 (stereo not given),u,-4.2%,-9.8%,-3.8%,-4.1%,u,-1.5%,-4.1%
Cc1[nH]nc2c1C(c1cccnc1)N(c1ccc(Br)cc1)C2=O (stereo not given),-4.7%,-6.2%,-43.6%[inhibitor],-2.2%,22.6%[10 µM],-5.9%,-10.6%,-2.9%
CC(C)CCNC(=O)CCn1c(=S)oc2ccccc21,-8.9%,-1.1%,-21.0%,-7.6%,-35.6%[inhibitor],-0.2%,-3.8%,-13.7%
O=c1cccc(-c2ccccc2)[nH]1,1.1%,-7.4%,3.0%,-2.3%,-10.5%,-0.2%,3.1%,7.0%
O=C1CC(c2ccc(F)cc2)Cc2nc(N3CCN(c4ccccc4)CC3)ncc21 (stereo not given),u,-1.1%,-4.8%,-6.6%,0.2%,7.8%,-6.0%,-5.8%
CCC1=C(OC(=O)N(CC)CC)N2C(=O)OC(=NCCOC)[C@]2(Cc2ccccc2)[C@H]2C1=CC[C@H]1C(=O)N(C)C(=O)[C@H]12,2.9%,7.5%&10.0%,-0.6%,-0.9%&2.4%,-31.9%,-1.7%&-3.0%,-3.5%&8.5%,-20.4%[9.22 µM]
CCCCOc1cc(C[C@@H]2CNC(=O)N2)ccc1OC,-6.8%,0.6%,x,-9.8%,-15.1%&-6.7%[1.9 µM],u,-6.7%,x
O=C(O)COc1ccc(-c2nccc(-c3cccs3)n2)cc1,-10.2%,-5.4%,u,5.1%,-95.0%[inhibitor],u,-4.4%,1.7%
COc1ccc(CNC(=O)CCS(=O)(=O)c2cc(Br)cc3c2N(C(C)=O)C(C)C3)cc1 (stereo not given),x,-6.8%,1.7%,-10.3%,x,x,-10.5%,x
CCOC(=O)N1CCN(C(=O)c2ccc(-n3c(C)ccc3C)cc2)CC1,-3.8%,-6.4%,x,-16.2%,-4.8%[10 µM],-11.5%,-7.4%,12.1%
O=C(NCc1cccs1)c1ccncc1,-0.9%,4.4%,4.0%,-0.7%,4.2%[0.074 µM],0.0%,3.8%,-23.7%
Cc1cccc(OC(=O)c2cncc(Br)c2)c1,-5.4%,-5.2%,5.2%,-13.7%,-12.0%,-5.6%,-12.1%,0.5%
CCNc1nc(C)cc(COC)c1C#N,u,-6.2%,-6.8%,-0.4%,-17.8%,u,2.1%,3.6%
O=C(Nc1cccc(C(F)(F)F)c1)c1n[nH]c(Cn2cncn2)n1,1.2%,-1.4%,-4.5%,0.4%,10.6%,-0.2%,0.7%,-4.8%
CCc1ccc(NC(=O)CSc2nc(O)cc(=O)n2C2CCCC2)cc1,14.9%,-10.6%,27.3%,u,-26.4%,5.3%,-12.8%,-12.9%
O=C(NCc1ccccc1)c1nc(S(=O)(=O)Cc2ccccc2)ncc1Cl,x,2.0%,29.2%,u,x,x,-22.7%,x
CC(C)c1ccc(S(=O)(=O)c2nnn3c2nc(N2CCCCC2)c2ccccc23)cc1,u,u,-6.8%,-6.2%,12.5%[10 µM],7.8%,-19.1%,-9.4%
CCOC(=O)c1sc(NC(=O)CSc2nnc(Cc3ccccc3)o2)c(C#N)c1C,0.562µM*,u,-7.3%,28.2µM*,-20.5%,-10.0%,u,-12.9%
COc1ccc2[nH]cc(CC(=O)O)c2c1,-6.3%,5.2%,-1.3%,-18.1%,x,u,-17.6%,-17.3%

structure,ALDH1A1 block,Tau FP inhib,SMN2 splice enh,Tau fibril ThT,HTT cytoprotect,JMJD2E inh,Tau fluor counter,HTT aggregate
CC(/C=C/C1(O)C(C)CC(O)CC1(C)C)OC1OC(CO)C(O)C(O)C1O (stereo not given),x,0.8%,x,1.7%,1.8%[10 µM],u,-1.0%,13.4%[9.22 µM]
CC1CCCN(c2cc3c(cc2[N+](=O)[O-])C(=O)N(c2ccccc2)C3=O)C1 (stereo not given),u,13.3%,-4.9%,-3.8%,-2.9%[10 µM],10.0%,8.6%,-9.2%
Cc1ccc(CCN2C(=O)CCC2(C)C(=O)NC2CCCC2)cc1 (stereo not given),0.3%,3.7%,-9.5%,-5.8%,-3.7%,u,-9.6%,-3.7%
CCOC(=O)NC(=O)COC(=O)c1cccc2ccccc12,u,1.0%,8.6%,-6.2%,-14.7%,u,0.3%,10.8%
COc1ccc(C2CC(=O)Oc3cc(C)c(Cl)cc32)cc1 (stereo not given),-13.0%,-10.4%[81.3 µM],x,-14.3%[81.4 µM],-14.7%,x,-23.5%[81.3 µM],x
O=C(NC(N1CCOCC1)C(Cl)(Cl)Cl)c1ccc(Br)cc1 (stereo not given),-1.5%,-3.9%,7.8%,-10.0%,-2.3%,-2.9%,-11.0%,-13.9%
CCOc1ccccc1C(=O)NC(C(=O)Nc1ccccc1N1CCOCC1)C(C)C (stereo not given),7.2%,-1.5%,-10.9%,-10.6%,-3.3%,2.7%,-7.4%,-3.1%
CC(C)(C)[C@H]1C=C(C(=O)NCc2nc3ccccc3[nH]2)O[C@@H](OCCCCO)C1,1.8%,-9.7%,x,-1.0%,5.1%[10 µM],u,-1.0%,-2.4%[9.22 µM]
CC(C)N(Cc1nc(-c2ccc(Cl)cc2)no1)C(=O)c1ccco1,x,-2.2%,-25.9%,-4.0%,x,x,-14.7%,x
O=C(Nc1cccnc1)c1ccc(-c2ccc(Cl)cc2)o1,7.7%,-5.4%,2.0%,3.5%,-1.1%,-14.9%,-25.1%,-5.1%
Cc1cccc(Nc2nc(N)c([N+](=O)[O-])c(N3CC(C)CC(C)C3)n2)c1 (stereo not given),-0.1%,-6.8%,-51.3%[inhibitor],u,x,-8.0%,u,9.9%
CCCCN(c1ccccc1)S(=O)(=O)c1cccc2cccnc12,x,6.2%,x,x,3.4%[10 µM],-1.5%,-20.5%,5.4%[9.22 µM]
O=C(Cc1ccccc1)Nc1nnc(-c2cccs2)s1,u,-2.0%,u,-1.2%,1.3%[10 µM],u,3.3%,-16.2%
O=C(Nc1ccc2c(c1)Cc1ccccc1-2)c1cccnc1,-15.5%,-5.8%,x,15.0%,7.1%[10 µM],u,-22.8%,-9.5%[9.22 µM]
COC(=O)c1cc(NC(=O)c2cc(C(C)(C)C)nn2Cc2ccc(F)cc2)ccc1N1CCOCC1,x,10.4%,x,x,-22.2%[10 µM],u,u,-6.3%[9.22 µM]
COc1ccccc1-c1cc(C(=O)NCc2ccccc2)no1,u,-6.8%,-8.8%,-13.8%,-36.6%,u,-22.0%,0.5%
COC(=O)c1ccc(N=CC2=C(O)CC(c3ccccc3)CC2=O)cc1 (stereo not given),x,5.4%[11.6 µM],x,x,5.7%[10 µM],1.7%,-29.2%[11.6 µM],-1.7%[9.22 µM]
CCCCC(=O)c1ccc(O)cc1,15.8%,3.4%,12.1%,-2.4%,-15.1%,-0.5%,-7.8%,-1.9%
CC(C)CC(NC(=O)OCC1c2ccccc2-c2ccccc21)C(=O)O (stereo not given),8.91µM*,-4.7%,12.6µM*,-0.2%,x,2.5%,5.0%,x

Of the compounds above, 6 have a Cl atom.
structure,ALDH1A1 block,Tau FP inhib,SMN2 splice enh,Tau fibril ThT,HTT cytoprotect,JMJD2E inh,Tau fluor counter,HTT aggregate
O=c1c(-c2cc(-c3ccccc3)nc3c2COc2ccc(Cl)cc2-3)coc2ccc(F)cc12,x,-4.5%,-5.0%,2.3%,x,x,-4.9%,x
O=C(NCc1ccccc1)c1nc(S(=O)(=O)Cc2ccccc2)ncc1Cl,x,2.0%,29.2%,u,x,x,-22.7%,x
COc1ccc(C2CC(=O)Oc3cc(C)c(Cl)cc32)cc1 (stereo not given),-13.0%,-10.4%[81.3 µM],x,-14.3%[81.4 µM],-14.7%,x,-23.5%[81.3 µM],x
O=C(NC(N1CCOCC1)C(Cl)(Cl)Cl)c1ccc(Br)cc1 (stereo not given),-1.5%,-3.9%,7.8%,-10.0%,-2.3%,-2.9%,-11.0%,-13.9%
CC(C)N(Cc1nc(-c2ccc(Cl)cc2)no1)C(=O)c1ccco1,x,-2.2%,-25.9%,-4.0%,x,x,-14.7%,x
O=C(Nc1cccnc1)c1ccc(-c2ccc(Cl)cc2)o1,7.7%,-5.4%,2.0%,3.5%,-1.1%,-14.9%,-25.1%,-5.1%
